Bioassay records deposited in PubChem by National Center for Advancing Translational Sciences (NCATS).
Nrf2 activator: Nrf2 pathway activation; AREc32 ARE-luciferase reporter (MCF7-derived line), luminescence, 24 h; Potency, µM (top dose mostly 46.1 µM), for inactives: top-dose activation, actives largely listed as activators; actives 0.31% (n = 410,000); AID 624171; also: potency is read from the fitted curve at half-maximal effect; % of control where 0% means no effect; nearly all actives have a fitted effect of over 65% in size
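Each well held 1000 AREc32 cells, which were incubated with compound for 24 hr at 37 deg C after overnight attachment, and ARE reporter activity was quantified by firefly luciferase luminescence.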
EPAC2 agonist: EPAC2 (human) agonism. AID 720711. EPAC2 activation, biochemical qHTS; response scale: 100% = 6.5 mM cAMP response. Potency, µM (titrated, usually from 154 µM), for the others: at the top dose activation, actives largely listed as activators. actives 0.079% (n = 360,000). Q8WZA2; also: potency is read from the fitted curve at half-maximal effect; nearly all actives have a fitted effect of over 50% in size
Target sequence (Q8WZA2 whole entry, looked up): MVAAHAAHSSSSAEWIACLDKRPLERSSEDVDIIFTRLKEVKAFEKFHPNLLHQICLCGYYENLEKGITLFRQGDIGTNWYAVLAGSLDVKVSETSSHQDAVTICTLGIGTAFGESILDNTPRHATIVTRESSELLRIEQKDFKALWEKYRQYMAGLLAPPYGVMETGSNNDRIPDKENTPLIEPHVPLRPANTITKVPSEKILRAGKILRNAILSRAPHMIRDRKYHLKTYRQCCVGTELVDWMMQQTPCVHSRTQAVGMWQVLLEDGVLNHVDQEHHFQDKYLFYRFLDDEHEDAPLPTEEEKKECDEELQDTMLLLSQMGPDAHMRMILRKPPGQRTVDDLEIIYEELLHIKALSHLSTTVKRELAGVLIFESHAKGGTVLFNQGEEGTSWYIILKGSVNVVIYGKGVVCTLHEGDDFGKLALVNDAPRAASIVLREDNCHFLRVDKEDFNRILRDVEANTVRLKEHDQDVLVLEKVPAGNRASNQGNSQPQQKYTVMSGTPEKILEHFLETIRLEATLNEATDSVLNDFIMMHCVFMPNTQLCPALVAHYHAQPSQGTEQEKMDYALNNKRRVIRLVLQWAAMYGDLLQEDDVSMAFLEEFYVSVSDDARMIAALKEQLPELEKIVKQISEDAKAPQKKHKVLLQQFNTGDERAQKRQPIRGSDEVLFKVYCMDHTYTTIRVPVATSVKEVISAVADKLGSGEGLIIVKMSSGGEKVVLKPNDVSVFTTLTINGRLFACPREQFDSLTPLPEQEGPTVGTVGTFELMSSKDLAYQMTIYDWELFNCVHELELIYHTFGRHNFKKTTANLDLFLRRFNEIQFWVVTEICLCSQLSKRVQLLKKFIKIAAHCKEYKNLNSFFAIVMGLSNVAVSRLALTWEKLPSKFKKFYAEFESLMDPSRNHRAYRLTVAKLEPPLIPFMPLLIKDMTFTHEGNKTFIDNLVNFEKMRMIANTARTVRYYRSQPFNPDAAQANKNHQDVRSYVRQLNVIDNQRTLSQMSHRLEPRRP
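Setup: EPAC2 100 nM, labeled Rap1B complex 250 nM, free GDP 50 uM. Compound titrations pinned in, brief spin, 5 min room temperature incubation. Kinetic fluorescence read over 30 min, normalized to 6.5 mM cAMP.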
TGFb inhibitor: blocks TGF-b signaling | HepG2 CAGA-GFP TGF-b/SMAD3 reporter, GFP fluorescence, 18 h; TGF-beta stimulated, 500 pg/mL final | Potency, µM (doses to about 46.1 µM), inactives show at the top dose activity, negative = inhibition, actives largely listed as inhibitors | actives 1.2% (n = 410,000); also: potency is read from the fitted curve at half-maximal effect; % is scaled to controls: 0 for no effect and ±100 for the full control effect; nearly all actives have a fitted effect of over 65% in size
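Smad-responsive CAGA-GFP expression was quantified in HEPG2 cells exposed to compounds and 500 pg/mL final TGF-beta for 18 h at 37 degrees C; unstimulated wells defined full inhibition.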
A549 viability: kills or reduces viability of A549 cells in Nrf2 counter-screen. AID 504648. A549 ARE-Fluc cells, CellTiter-Fluor viability, 18-24 h. actives 0.16% (n = 390,000). Potency, µM (doses to about 46 µM), for the others: at the top dose activity change, negative = cytotoxicity, most hits filed as inhibitors; also: potency is read from the fitted curve at half-maximal effect; % is scaled to controls: 0 for no effect and ±100 for the full control effect
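A549 ARE_Fluc cells in 5% FBS OPTI-MEM were exposed to compounds in concentration-response for 18-24 h at 37 deg C. Viability was read by CellTiter-Fluor fluorescence (Ex 405/Em 525) after 30 min, before the luciferase read.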
HepG2 tox: HepG2 cytotoxicity, counter-screen for TGF-b inhibitors. HepG2 CAGA-GFP viability, ATP luminescence, 18 h. Potency, µM (highest dose often 46.1 µM), for inactives: top-dose activity change, negative = cytotoxicity, usual class: cytotoxic. actives 0.76% (n = 410,000). AID 588856; also: potency is read from the fitted curve at half-maximal effect; some results filed as inactive show a strong effect at the top dose
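CellTiter-Glo luminescence gave cytotoxicity after 18 hours at 37 degrees C. The cells were HepG2 CAGA-GFP in 1% FBS DMEM, stimulated with 500 pg/mL TGF-beta after compound addition. %Activity was normalised to no-cell wells (complete cell-killing) and DMSO (no toxicity), and curves were fitted and classified.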
IL2 activator: activates IL-2 in a cell-based reporter assay. IL-2 activation reporter assay, cell-based qHTS; stimulated with anti-CD3/CD4/CD28 beads; in transgenic mouse T cells. activation, % (series mostly up to about 46 µM). actives 0.065% (n = 360,000). AID 652025; in the data active = activation above about 50%; inconclusive = mostly about 30% to 49%; also: 0% is about no effect
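Unstimulated transgenic mouse T cells; 60-min compound exposure; bead-based TCR/CD4/CD28 stimulation; 18 h culture, 37 degrees C; dual fluorescence (EGFP, DsRed) plate cytometry.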
Nrf2 inh: Nrf2 pathway inhibition; Potency, µM (titrated, usually from 46 µM), for the others: at the top dose activity change, negative = inhibition, most hits filed as inhibitors; A549 ARE-Fluc reporter, luciferase luminescence, 18-24 h; actives 2.1% (n = 360,000); AID 504444; also: potency is read from the fitted curve at half-maximal effect; % is scaled to controls: 0 for no effect and ±100 for the full control effect; nearly all actives have a fitted effect of over 60% in size
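Cells were seeded and rested 2 h, then exposed to compounds for 18-24 h. CellTiter-Fluor was read first as a viability measure. BugLite was added 15 min before the final luminescent read of ARE-luciferase activity in A549 cells.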
ATXN2 expr inh: ATXN2 expression inhibition; Potency, µM (titrated, usually from 57 µM), for inactives: at the highest dose activity change, negative = inhibition, usual class: inhibitors; AID 1745845; actives 0.72% (n = 360,000); HEK-293 ATXN2-luciferase reporter, luminescence, 24 h; also: potency is read from the fitted curve at half-maximal effect; % is scaled to controls: 0 for no effect and ±100 for the full control effect; nearly all actives have a fitted effect of over 55% in size
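qHTS (up to 57 uM final) was run with 24 h compound exposure of reporter cells at 37 °C. Each well was multiplexed: SteadyGlo luminescence measured ATXN2-luciferase expression after a fluorogenic Gly-Phe-AFC viability readout (25 uM final).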
ATXN viability: cell viability loss in ATXN counter-screen | S2 cells (HEK-293 line with an ATXN2-luciferase reporter) viability, CellTiter-Fluor protease fluorescence, 24 h | Potency, µM (series often up to 56.7 µM), usual class: cytotoxic | actives 0.49% (n = 400,000); also: potency is read from the fitted curve at half-maximal effect; nearly all actives have a fitted effect of over 40% in size
Starred values were filed as active, the others as inactive; i = inactive; ? = inconclusive; . = not tested or not shown; [ ] = remark or other dose. Unless noted, calls follow the shape of the dose curve; as a rule, active = well fitted curve in the direction sought with a large enough effect; inconclusive = small, poorly fitted or top-dose-only effect, or another doubt; inactive = no such curve, though single readings can be large; an effect the other way counts as inactive or inconclusive.

No. | molecule | Nrf2 activator | EPAC2 agonist | TGFb inhibitor | A549 viability | HepG2 tox
1 | CCC(=O)N1CCc2cc(CNS(=O)(=O)c3ccc(Br)s3)ccc21 | 4.3% | . | -44.8% | 2.5% | -18.7%
2 | CN1CCN(C(=S)c2cn(CCOc3ccccc3)c3ccccc23)CC1 | 3.1% | -0.1% | -17.2% | 0.5% | -0.7%
3 | CC(=O)Nc1cccc(NC(=O)c2sc3ncn(CC(=O)N4CCCCC4)c(=O)c3c2C)c1 | 2.1% | 5.1% | 31.7% | 0.5% | 9.2%
4 | O=C(OCC(=O)N1CCOCC1)c1ccc(O)cc1 | 0.1% | 10.3% | 2.3% | 2.2% | -5.8%
5 | CCOC(=O)C1CCC(=O)C1 (stereo not given) | 6.1% | 1.2% | 19.5% | 2.5% | 2.4%
6 | COc1ccc(-n2nc(C(=O)NCC(=O)NC3CCCCCC3)c3ccccc3c2=O)c(OC)c1 | -2.5% | 2.3% | 4.8% | 1.5% | -6.3%
7 | O=[N+]([O-])c1cc2c(c([N+](=O)[O-])c1)Nc1ccccc1O2 | 24.2% | -4.0% | ? | . | -26.7%
8 | NC(=S)c1c(Cl)cc(C(F)(F)F)cc1Cl | -0.1% | 13.6% | -10.7% | 3.7% | 12.1%
9 | Cn1nc(C(F)(F)F)c(-c2ccc(F)cc2)c1NC(=O)CSCC(=O)O | -1.4% | 6.6% | 11.8% | -5.0% | 1.9%
10 | O=C(Cn1cnc2ccccc21)N/N=C/c1ccc([N+](=O)[O-])cc1 | 1.6% | 9.2% | 8.2% | 2.3% | -1.3%
11 | Cc1cc(C)c(C)c(S(=O)(=O)N2CCC(C(=O)NC3=NCCS3)CC2)c1C | 0.3% | 6.2% | 19.4% | 0.0% | -12.4%
12 | Cc1cc(C)c(S(C)(=O)=O)c(NN)n1 | -0.4% | 1.9% | -20.4% | -11.7% | -18.9%
13 | CC(C)N=C1NN=C(c2cccs2)C(CC(=O)O)S1 (stereo not given) | 1.4% | 17.7% | 6.3% | -2.1% | 14.6%
14 | CCc1ccccc1NC(=O)C1CCN(S(C)(=O)=O)CC1 | 0.0% | 3.6% | 2.3% | 1.9% | -2.4%
15 | COc1ccc(-c2cnc(C)o2)cc1S(=O)(=O)Nc1ccc(NC(C)=O)cc1 | -0.6% | . | -1.1% | 0.8% | 1.1%

No. | IL2 activator | Nrf2 inh | ATXN2 expr inh | ATXN viability
1 | . | . | . | .
2 | -0.5 | -26.7% | . | i
3 | -0.9 | 6.4% | 2.4% | i
4 | 0.1 | 21.6% | 1.7% | i
5 | -0.7 | 15.1% | 6.7% | i
6 | -0.1 | 2.5% | 13.6% | i
7 | 0.0 | . | . | i
8 | 0.5 | -7.1% | -5.3% | i
9 | -2.8 | -1.3% | -19.7% | i
10 | -4.6 | 0.6% | . | i
11 | -0.6 | -10.3% | . | i
12 | 0.5 | -14.6% | -2.2% | i
13 | -1.4 | 6.2% | ? | i
14 | 4.1 | 2.9% | . | i
15 | . | . | 4.4% | i

Continued:
No. | molecule | Nrf2 activator | EPAC2 agonist | TGFb inhibitor | A549 viability | HepG2 tox
16 | O=C(Nc1ccc2oc(-c3cccnc3)nc2c1)c1cc2ccccc2o1 | -0.3% | -2.6% | 7.1% | -6.8% | 5.1%
17 | CC1CCCC(NC(=O)c2cccc(S(=O)(=O)N3CCCCC3)c2)C1C (stereo not given) | -1.1% | -5.9% | 3.5% | 9.6% | -17.7%
18 | CC(NS(=O)(=O)c1ccc2c(c1)CC(=O)N2C)c1ccccc1 (stereo not given) | 0.9% | -2.0% | 1.8% | 2.0% | 13.9%
19 | COc1ccc(-c2c3c(nc4sc5c(=O)[nH]c(C)nc5c24)CCC3)cc1 | -0.8% | -12.4% | 4.9% | 0.2% | -9.1%
20 | COc1ccc(N(C)S(=O)(=O)c2cccc(C(=O)OCC(=O)Nc3sc4c(c3C#N)CCCCC4)c2)cc1 | 1.5% | 4.7% | -2.6% | 9.8% | -3.9%
21 | CCOc1ccc(CCNC(=O)c2cccc(S(=O)(=O)N3CCCC3)c2)cc1OCC | -0.2% | 3.8% | -18.5% | ? | -5.0%
22 | O=C(Nc1cccc(Cl)c1)NC1(C(=O)NCc2cccs2)CCCCC1 | 0.2% | 8.8% | -13.5% | -5.3% | -29.1%
23 | Cc1ccc(S(=O)(=O)Cc2cn3cccnc3n2)cc1 | -0.4% | 5.4% | 4.1% | -0.9% | 7.8%
24 | CCc1ccc(C(=O)c2cncc(Br)c2)cc1 | 0.1% | -0.7% | -0.8% | -4.1% | -5.3%
25 | O=C(NCc1ccccc1CN1CCCC1)c1ccc(S(=O)(=O)Nc2ccccc2F)cc1 | -0.6% | 0.6% | -25.0% | . | -14.7%
26 | CCC(C)(C)n1nnnc1C(c1cc2cc(C)cc(C)c2[nH]c1=O)N1CCCC1 (stereo not given) | 3.4% | 5.1% | 4.3% | -4.9% | 2.8%
27 | COc1cc2c(c(OC)c1)C(c1cccc(OC)c1OC)CC(=O)N2 (stereo not given) | 3.0% | 1.4% | 2.7% | 0.8% | 7.7%
28 | O=C(Nc1ccc2c(c1)OCCO2)C(c1ccc(F)cc1)N1CCCCC1 (stereo not given) | 5.1% | 22.0% | -16.4% | 0.0% | -14.5%
29 | C=C(C)COc1ccc2c(CC)cc(=O)oc2c1C | -0.7%[9.22 µM] | 4.2% | -2.6% | 14.0% | -25.5%
30 | COc1ccccc1NC(=O)c1ccc2c(=O)n3c(nc2c1)CCC3 | 2.6% | 0.8% | -1.7% | 0.6% | 20.6%

No. | IL2 activator | Nrf2 inh | ATXN2 expr inh | ATXN viability
16 | 0.2 | ? | -1.9% | i
17 | -3.0 | -17.2% | -2.7% | i
18 | 1.2 | -2.1% | 22.5% | i
19 | 14.9 | . | -18.3% | i
20 | -0.1 | 7.7% | 22.2% | i
21 | -5.1 | -27.3% | -9.0% | i
22 | -1.1 | -5.0% | ? | i
23 | -3.5 | 0.7% | 2.5% | i
24 | 2.3 | -2.2% | 21.5% | i
25 | -1.5 | . | . | i
26 | -0.5 | 4.6% | 1.4% | i
27 | -2.0 | ? | -6.0% | i
28 | 0.2 | 1.1% | -3.6% | i
29 | -0.1 | -18.9% | 3.9% | i
30 | -0.2 | ? | 8.0% | i

(more compounds)
No. | molecule | Nrf2 activator | EPAC2 agonist | TGFb inhibitor | A549 viability | HepG2 tox
31 | Cc1nc(Nc2ccc(O)cc2)c2c3c(sc2n1)CCCC3 | 8.2% | 17.0% | -4.8% | 1.8% | -28.1%
32 | COc1ccc(S(=O)(=O)N2CCCCC2c2cc(C(=O)NCc3ccccc3)no2)cc1 (stereo not given) | 5.1% | 10.0% | 19.7% | . | -11.0%
33 | O=C1/C(=C\Nc2ccccc2)CCN1c1ncccn1 | -0.2% | 5.8% | 28.0% | 0.7% | 0.1%
34 | O=C(CSCc1ccccc1)N/N=C/c1ccccc1OCc1ccccc1 | 3.4% | 13.2% | ? | -1.5% | -6.0%
35 | COc1cccc(NC(=O)c2ccc(OC(F)(F)F)cc2)c1 | 0.8% | -9.5% | ? | -1.9% | -28.1%
36 | COc1ccc(S(=O)(=O)Nc2ccccc2C(=O)N2CCOCC2)cc1Br | 0.9% | 4.1% | 6.9% | -11.3% | 7.7%
37 | Cn1c(=O)c2sccc2n(Cc2ccc(Br)cc2)c1=O | -0.5% | -3.2% | -1.4% | 0.4% | 1.2%
38 | Cc1noc(C(=O)Nc2cccnc2)c1Cl | 0.1% | -6.8% | 16.9% | -3.4% | -0.9%
39 | CC1CCN(CCC(=O)N2CCCc3c2c(=O)oc2ccc(O)cc32)CC1 | ? | -11.0% | ? | 20.2% | -11.4%
40 | Cc1cccc(C2(c3cccc(C)c3)CC2C(=O)Nc2ccc([N+](=O)[O-])cc2O)c1 (stereo not given) | 2.2% | -7.5% | 7.94µM* | ? | 11.2µM*
41 | CCOC(=O)N1CCC(N2CCCC(C(=O)c3cc(F)ccc3OC)C2)CC1 (stereo not given) | -0.1% | -1.4% | -9.5% | 10.8% | -3.0%
42 | O=C(c1ccncc1)N1CCN(CCc2ccccc2)CC1 | -0.3% | 8.2% | 30.4%[activator] | 2.0% | 24.6%

No. | IL2 activator | Nrf2 inh | ATXN2 expr inh | ATXN viability
31 | -6.5 | ? | -30.2% | i
32 | -0.5 | . | -14.3% | ?
33 | -6.5 | ? | 43.9%[activator] | i
34 | -1.1 | 10.4% | 11.3% | i
35 | -0.3 | ? | 70.1%[activator] | i
36 | -1.0 | 9.0% | 4.7% | i
37 | -3.2 | ? | -3.8% | i
38 | -2.6 | 3.6% | 7.3% | i
39 | 0.6 | 10.0% | 5.1% | i
40 | -4.6 | ? | ? | 17.8µM*
41 | -2.6 | -8.7% | -11.3% | i
42 | 0.1 | 2.2% | -9.4% | i

Among those listed so far, 3 have a nitro group on carbon:
No. | molecule | Nrf2 activator | EPAC2 agonist | TGFb inhibitor | A549 viability | HepG2 tox
7 | O=[N+]([O-])c1cc2c(c([N+](=O)[O-])c1)Nc1ccccc1O2 | 24.2% | -4.0% | ? | . | -26.7%
10 | O=C(Cn1cnc2ccccc21)N/N=C/c1ccc([N+](=O)[O-])cc1 | 1.6% | 9.2% | 8.2% | 2.3% | -1.3%
40 | Cc1cccc(C2(c3cccc(C)c3)CC2C(=O)Nc2ccc([N+](=O)[O-])cc2O)c1 (stereo not given) | 2.2% | -7.5% | 7.94µM* | ? | 11.2µM*

No. | IL2 activator | Nrf2 inh | ATXN2 expr inh | ATXN viability
7 | 0.0 | . | . | i
10 | -4.6 | 0.6% | . | i
40 | -4.6 | ? | ? | 17.8µM*

Rows are unselected; 4.3% or so of the library scored in one or more.
